Pf growth 96h = Primary qHTS for delayed death inhibitors of the malarial parasite plastid, 96 hour incubation. P. falciparum luciferase reporter growth, 96 h. Potency, µM (series often up to 28.7 µM), inactives show at the highest dose activity change, negative = inhibition, usual class: inhibitors. 320,000 compounds, 6.9% hits. AID 504834, 2011
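Parasite growth measured via integrated firefly luciferase reporter in P. falciparum. Infected erythrocytes at 2% hematocrit, 0.05% parasitemia final were treated 96 hours at 37 C under 5% CO2, and luminescence was read.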
LmPK inhibitor = qHTS Assay for Inhibitors of Leishmania Mexicana Pyruvate Kinase (LmPK); Potency, µM (doses to about 57.5 µM), inactives show top-dose activity change, negative = inhibition, most hits filed as inhibitors; 290,000 compounds, 0.37% hits; Q27686; purified LmPK, Kinase-Glo ATP luminescence, 1 h
Target sequence (Q27686 whole entry, looked up): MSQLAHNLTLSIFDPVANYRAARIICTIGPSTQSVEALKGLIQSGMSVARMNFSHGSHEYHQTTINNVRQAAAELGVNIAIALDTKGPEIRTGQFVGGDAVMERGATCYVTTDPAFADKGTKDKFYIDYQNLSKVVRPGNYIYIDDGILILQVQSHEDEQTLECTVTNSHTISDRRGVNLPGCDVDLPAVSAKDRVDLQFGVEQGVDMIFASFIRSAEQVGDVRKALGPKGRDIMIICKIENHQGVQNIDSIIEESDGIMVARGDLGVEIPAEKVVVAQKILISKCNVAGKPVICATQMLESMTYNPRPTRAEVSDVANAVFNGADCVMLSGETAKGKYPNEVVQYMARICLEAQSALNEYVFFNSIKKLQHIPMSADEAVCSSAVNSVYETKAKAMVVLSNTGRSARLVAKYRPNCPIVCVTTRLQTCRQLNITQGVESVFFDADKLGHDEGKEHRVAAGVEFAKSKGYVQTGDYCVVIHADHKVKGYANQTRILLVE
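0.1 nM LmPK, 0.5 mM PEP, 0.1 mM ADP; 50 mM imidazole pH 7.2, 7 mM MgCl2, 50 mM KCl; 1 h RT. Kinase-Glo luminescence readout, normalized to no-enzyme (full inhibition) and uninhibited wells.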
Pf growth 48h = Primary qHTS for delayed death inhibitors of the malarial parasite plastid, 48 hour incubation. P. falciparum luciferase growth in erythrocytes, 48 h. 310,000 compounds, 5.9% hits. Potency, µM (titrated, usually from 28.7 µM), for the others: top-dose activity change, negative = inhibition, most hits filed as inhibitors. AID 504832, 2011
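Parasite viability was followed by luminescence of a genomically integrated firefly luciferase. Cultures held 0.1% parasitemia at 2% hematocrit (final), incubated under 5% CO2 at 37 C.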
HCV inhibitor = qHTS Assay for Inhibitors of Hepatitis C Virus (HCV); Huh7.5.1 HCVcc-Cre infection, luciferase reporter, 44 h; Potency, µM (series often up to 41.8 µM), for the others: at the top dose activity change, negative = inhibition, actives largely listed as inhibitors; 340,000 compounds, 3.4% hits; AID 651820, 2012
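Whole-lifecycle infectious HCVcc-Cre system; cells 1,000/well, compound then virus (~0.5 moi) added 4 h after plating, 44 h culture. Luciferase read 15 sec following 15 min substrate incubation, room temp.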
Sm TGR block = qHTS Assay for the Inhibitors of Schistosoma Mansoni Peroxiredoxins; Potency, µM (series often up to 114 µM), without a hit: at the highest dose activity change, negative = inhibition, usual class: inhibitors; purified TGR, DTNB reduction, TNB absorbance 405 nm; Schistosoma mansoni thioredoxin glutathione reductase (TGR), Q962Y6; 360,000 compounds, 3% hits; note: nearly all actives have a fitted effect of over 60% in size
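Kinetic colorimetric format: TGR-catalysed, NADPH-driven DTNB reduction monitored via TNB absorbance. Enzyme dispensed at 20 nM; compound exposure 15 min at room temperature before reaction start.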
TbPYK inhibitor = qHTS of Trypanosoma Brucei Inhibitors; TbPYK enzyme, Kinase-Glo Plus ATP luminescence, 45 min; 410,000 compounds, 0.12% hits; Potency, µM (series often up to 76.8 µM), for inactives: top-dose activity, negative = inhibition, most hits filed as inhibitors; AID 624173, 2012; note: nearly all actives have a fitted effect of over 50% in size
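Luminescence from Kinase-Glo Plus, added after a 45-minute room-temperature reaction, served as the end-point read-out. The enzyme and substrate were preincubated with compound before ADP (130 uM final) initiated turnover. Concentration-effect curves came from normalized qHTS data.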
* = called active by the depositor; ? = inconclusive; . = no result given; [ ] = dose if it differs, or a comment. Calls come from the whole dose curve; as a rule, active = well fitted curve in the direction sought with a large enough effect; inconclusive = small, poorly fitted or top-dose-only effect, or another doubt; inactive = no such curve, though single readings can be large; an effect the other way counts as inactive or inconclusive. % is set by controls: 0 for no effect and ±100 for the full control effect; potency is the fitted concentration of half-maximal effect.

SMILES	Pf growth 96h	LmPK inhibitor	Pf growth 48h	HCV inhibitor	Sm TGR block	TbPYK inhibitor
COC(=O)c1ccccc1S(=O)(=O)N1CCC(C(=O)NC2CCCCC2)CC1	-15%	.	-2%	11%	20%	2%
O=C(Nc1ccon1)c1cccc(S(=O)(=O)N2CCCCC2)c1	?	-4%	52%[activator]	5%	16%	5%
CS(=O)(=O)c1ccc2nc(NC(=O)CN3CCN(Cc4ccccc4)CC3)sc2c1	?	3%	?	-3%	-3%	-6%
Cn1ncc(Cl)c1C(=O)N1CCOCC1	210%[activator]	-2%	3%[5.75 µM]	17%	10%	-2%
O=C(NC1CCCCC1)c1ccc(N2CCOCC2)c([N+](=O)[O-])c1	?	3%	-2%	-1%	4%	1%
CC1(C)CCSC(/C=C/c2ccccc2)=N1	?	-1%	?	?	18µM*	-6%
COc1ccc2cc(C(=O)C3CCCN(C(=O)c4cc(=O)n(C)c(=O)n4C)C3)ccc2c1 (stereo not given)	0%	3%	?	?	5%	-1%
CCc1nn(CC(=O)NCCCN2CCc3ccccc3C2)c(=O)c2cc3sccc3n12	5%	1%	?	?	?	-7%
O=C(CCn1c(=O)oc2ccccc21)NCCCN1CCCC1=O	8%	3%	1%	4%	-2%	0%
CC(C)CSC1=NSC2=NC(=O)/C(=C\c3coc4ccccc4c3=O)C(=N)N12	-1%	4%	48%[activator]	21%	-32%	-7%
CN(C)S(=O)(=O)c1ccc(Cl)c(NC(=O)COC(=O)/C=C/c2cnc3ccccc3n2)c1	32%[activator]	6%	-5%	10%	3%	2%
Cc1[nH]c(=O)[nH]c(=O)c1S(=O)(=O)Nc1cccc([N+](=O)[O-])c1C	38%[activator]	0%	13%	20%	6%	1%
Cc1ccc(C(=O)NNC(=O)/C=C\C(=O)O)cc1	25%	-2%	0%	13%	?	-2%
O=C(CCC1CCCN(C(=O)C2=CCCC2)C1)N1CCN(c2ccccn2)CC1 (stereo not given)	?	0%	-7%	4%	-8%	-4%
CN(C)S(=O)(=O)c1cccc(NC(=O)c2cc3ccccc3o2)c1	.	3%	64%[activator]	?	0%	.
CC1CC(CCC(=O)NC(=S)Nc2ccc(Cl)cn2)C(=O)O1 (stereo not given)	?	5%	-3%	4%	.	-9%
CCC(Cc1ccccc1)NC(=O)Cn1cccc1C(=O)c1ccccc1 (stereo not given)	?	3%	?	4%	2%	10%
CN(CC(=O)Nc1ccc(Cl)c(Cl)c1)C(=O)CNC(=O)C1CCCCC1	1%	.	32%[activator]	6%	4%	-3%
CC1CCN(CCCCOc2ccc(Cl)cc2)CC1	6%	2%	.	?	-11%	9%
O=S(=O)(NC1=NCCCCC1)c1ccc2sc(NS(=O)(=O)c3ccc4ccccc4c3)nc2c1	-9%	4%	31%[activator]	?	-11%	-23%

Part of the list above with just HCV inhibitor.
SMILES	HCV inhibitor
Cc1[nH]c(=O)[nH]c(=O)c1S(=O)(=O)Nc1cccc([N+](=O)[O-])c1C	20%
Cc1ccc(C(=O)NNC(=O)/C=C\C(=O)O)cc1	13%
O=C(CCC1CCCN(C(=O)C2=CCCC2)C1)N1CCN(c2ccccn2)CC1 (stereo not given)	4%
CN(C)S(=O)(=O)c1cccc(NC(=O)c2cc3ccccc3o2)c1	?

The listing picks up, repeating the 2 entries before the break.
SMILES	Pf growth 96h	LmPK inhibitor	Pf growth 48h	HCV inhibitor	Sm TGR block	TbPYK inhibitor
CC1CCN(CCCCOc2ccc(Cl)cc2)CC1	6%	2%	.	?	-11%	9%
O=S(=O)(NC1=NCCCCC1)c1ccc2sc(NS(=O)(=O)c3ccc4ccccc4c3)nc2c1	-9%	4%	31%[activator]	?	-11%	-23%
COc1cc2[nH]c(=S)n(NC(=O)CC(C)C)c(=O)c2cc1OC	10µM*	-17%	1%	22%	7%	-14%
COc1ccc(NCc2nnc(SCC(=O)Nc3ccc(OC)cc3OC)o2)cc1	16%	-2%	-20%	-15%	.	-2%
COc1ccc(CN2CC(C(=O)NCCCN3CCCCCC3)CC2=O)cc1 (stereo not given)	26%	-3%	-3%	11%	4%	2%
COc1ccc(CCNC(=O)c2c(O)c3cccc4c3n(c2=O)CC4)cc1OC	3%	5%	14%	12%	-11%	-8%
CCCc1cc(=O)oc2cc(C)cc(OCC(=O)NCCCN3CCCC3=O)c12	?	3%	?	-21%	3%	-1%
Nc1ccc2c(c1)Cc1cc([N+](=O)[O-])ccc1-2	?	7%	38%[activator]	-15%	4%	-5%
CC1CCN(C(=O)CSc2nc3ccccc3c(=O)n2Cc2ccc3c(c2)OCO3)CC1	.	6%	?	?	-5%	-3%
CC(C)c1ccc(OCC(=O)Nc2ccc(S(=O)(=O)Nc3ccccn3)cc2)cc1	375%[activator]	-3%	?	-23%	-4%	3%
O=C(Cc1ccc(Cl)cc1)NCC(=O)N1CCN(c2ccccc2)CC1	97%[activator]	-8%	25%	?	3%	4%
COc1cc(OC)cc(C(=O)N[C@H](C(=O)OCC(=O)Nc2cccc(F)c2)C(C)C)c1	-4%	-2%	19%	-14%	10%	-11%
COc1cc(/C=C/C(=O)OCC(=O)NC(=O)NC(C)(C)C)ccc1O	?	3%	?	-16%	-26%	7%
c1ccc2c(C3=NNC(=NC4CC4)SC3)c[nH]c2c1	-88%	-25%	-98%	11%	7%	-11%

A draw from above in order of number of heavy atoms, descending:
SMILES	Pf growth 96h	LmPK inhibitor	Pf growth 48h	HCV inhibitor	Sm TGR block	TbPYK inhibitor
CC1CCN(C(=O)CSc2nc3ccccc3c(=O)n2Cc2ccc3c(c2)OCO3)CC1	.	6%	?	?	-5%	-3%
COc1ccc(NCc2nnc(SCC(=O)Nc3ccc(OC)cc3OC)o2)cc1	16%	-2%	-20%	-15%	.	-2%
CCCc1cc(=O)oc2cc(C)cc(OCC(=O)NCCCN3CCCC3=O)c12	?	3%	?	-21%	3%	-1%

Screening data (PubChem)
